LGR2 inh: inhibitors of bursicon-induced LGR2 CRE-luciferase signal, primary screen, cell-based, HEK293, CRE-luciferase reporter, bursicon stimulation; bursicon-stimulated, 4 h; inhibition, % at 9.99 µM; 380,000 compounds, 0.35% hits; AID 720647, 2013;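 active means drop in luminescence signal, shown as inhibition above about 50% in the replicate tests, limit read from the data, passing the limit was not always enough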;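 further: agonist challenge used bursicon conditioned medium at about half maximal strength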
PglD inh: C. jejuni PglD acetyltransferase inhibitors, primary screen, biochemical, DTNB colorimetric, single point; UDP-N-acetylbacillosamine N-acetyltransferase PglD (Campylobacter jejuni); 360,000 compounds, 0.098% hits; purified PglD enzyme, DTNB colorimetric CoA detection; AID 602405, 2012; inhibition, % at 12.5 µM; in the data active means inhibition above about 16%, passing the limit was not always enough; further: strong numbers were not always called active
Statin myotox sup: suppressors of statin myotoxicity in C2C12 myotubes, primary screen, cell-based, single point, plate reader; 330,000 compounds, 0.78% hits; C2C12 myotubes + simvastatin, ATP luminescence, 48 h; scaled: DMSO 0, geranylgeraniol control 100; rescue of ATP level, % at 7.49 µM;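 active means mean ATP rescue above about 67%, or every replicate alone reaching that limit, limit read from the data, passing the limit was not always enough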;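 further: myotubes were challenged with 10 µM simvastatin during compound exposure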
GSIS activator: GLuc luminescence reporter in INS-1E cells, primary screen for activators of glucose-dependent secretion of insulin. INS-1E GLuc reporter insulin secretion, 2-3 h. activation, % at 16.6 µM. 370,000 compounds, 0.61% hits;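 active means lowest replicate activation of at least 40%, so every replicate reaches that level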;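 further: 0% = median of neutral control wells and 100% = median of IBMX positive control wells; some compounds called inactive have numbers as strong as hits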
PAX8 reporter: inhibitors of PAX8-driven TPO luciferase reporter, primary screen, RMG-I cells, single concentration; SteadyGlo, 24 h; inhibition, % at 12.6 µM; 360,000 compounds, 1.2% hits; AID 652154, 2013;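 active means mean replicate inhibition at least 60% with every replicate also reaching 60%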;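 further: luciferase light reporting Pax8 driven TPO promoter activity; plate controls were median of neutral control wells for no effect and mitoxantrone controls for full effect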
ARNT-TACC3 inh: disruptors of ARNT/TACC3 protein interaction, primary screen, biochemical, AlphaScreen, single concentration; Transforming acidic coiled-coil-containing protein 3 (Homo sapiens), Q9Y6A5; inhibition, % at 9.99 µM; 390,000 compounds, 0.66% hits; AlphaScreen His-ARNT PAS-B/GST-TACC3 binding, luminescence; TACC3 fragment carries E629A point mutation;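 active means mean inhibition of replicates at least 50% and at least half of replicates each reaching 50%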;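 further: 0% = complete ARNT plus TACC3 wells and 100% = ARNT alone without TACC3; many hits fall short of the cut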
PGC1a acetyl inh: inhibitors of PGC1a acetylation signal, primary screen, cell-based, U2OS, AlphaScreen, inhibitor mode. AlphaScreen anti-acetyl-lysine; with virally co-expressed GCN5 acetyltransferase. inhibition, % at 15.6 µM. AID 651687, 2012. 350,000 compounds, 0.17% hits;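 active means every replicate shows inhibition of at least 40%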;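 further: 0% = neutral control wells and 100% = positive control wells; some results beyond the cut were filed as inactive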
Cneo AK release: Cryptococcus neoformans cell lysis inducers, primary screen, AK release luminescence, single concentration; lysis activity, % at 15 µM; C. neoformans lysis, adenylate kinase release luminescence, 4 h; normalised: neutral wells 0, clomiphene wells 100; AID 651654, 2012; 360,000 compounds, 0.2% hits;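 active means mean lysis activity across replicates of at least 80%, whatever share of replicates individually reach that level; inactive means mean lysis activity below 80%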
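Test system: log-phase Cryptococcus neoformans yeast cells; Quantity: yeast cell density of 5 × 10^6 cells/mL; Buffer or medium: YPD; Doses: single compound concentration per well; Timing: 4 h at 37 °C static, read 1 h later; Measured by: AK luminescence; Read-out basis: lysis from increased AK signal; Control set: Clomiphene as positive control.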
The depositor's hits bear a star; nt = not tested or not shown.

Molecule,LGR2 inh,PglD inh,Statin myotox sup,GSIS activator,PAX8 reporter,ARNT-TACC3 inh,PGC1a acetyl inh,Cneo AK release
OC(c1ccc(F)cc1)c1nc(-c2ccncc2)cs1 (stereo unspecified),11,nt,-1,-34,3,nt,-3,-1
CC(=O)N1CCN(C(=O)c2ccc(Cl)c(S(=O)(=O)N3CC(C)OC(C)C3)c2)CC1 (stereo unspecified),3,-2,1,7,4,-7,-15,8
C[C@@H]1CN([C@H](C)CO)C(=O)Cc2cc(NC(=O)CCCCCC(=O)Nc3ccccc3N)ccc2O[C@@H]1CN(C)Cc1ccc(-c2ccccc2)cc1,-124,0,29,-2,27,-2,-2,1
O=C(NCC1CCCN(C(=O)CN2CCCCC2)C1)c1ccccc1Cl (stereo unspecified),-9,-1,2,-14,-30,-3,2,-3
CCOC(=O)C1(C)NC(c2ccccc2F)C2C(=O)N(c3cccc(C(C)=O)c3)C(=O)C21 (stereo unspecified),nt,-3,-8,nt,8,-3,-4,0
O=C(Nc1ncccc1Cl)c1ccccc1F,-4,1,nt,15,nt,-1,-6,-4
C[C@@H]1CN([C@H](C)CO)C(=O)c2cc(NC(=O)CCCCCC(=O)Nc3ccccc3N)ccc2O[C@@H]1CN(C)S(=O)(=O)c1cn(C)cn1,0,nt,nt,-1,-20,nt,-8,nt
O=C(O)c1c2c(nc3ccc(S(=O)(=O)N4CCC(C(=O)NCc5ccc(Cl)cc5)CC4)cc13)CCCC2,1,0,4,-8,-6,nt,12,-1
OCC[C@H]1C[C@H](O)[C@@H](O)[C@@]2(OCCCc3ccccc32)O1,11,2,7,-3,-20,-5,-12,-1
CCN(CC)S(=O)(=O)c1ccc(NN=C2CCN(C)CC2)c([N+](=O)[O-])c1,-14,-2,-2,16,23,7,nt,-3
Cc1cc(C)c(S(=O)(=O)c2cccc(C)c2C)c(=O)[nH]1,12,6,7,-2,4,-3,-6,-5
CCCC(C1=C(O)CC(C)(C)CC1=O)C1C(=O)CC(C)(C)CC1=O (stereo unspecified),nt,-4,-4,nt,-33,-44,-9,1
COC(=O)c1cc(Cl)cc(Cl)c1OS(=O)(=O)N(C)C,-13,-1,-9,-2,16,nt,-5,0
CCOc1ccccc1NC(=O)C1CCCN1S(=O)(=O)c1ccc2c(c1)C(C)(C)C(=O)N2C (stereo unspecified),-2,-3,13,7,16,nt,-17,1
Cc1nn(Cc2ccccc2)c(C)c1CNC(=O)[C@H](C)N=C1NS(=O)(=O)c2ccccc21,8,nt,0,-3,-2,-2,-1,2
CN(C)c1ccc2c(c1)[C@H]1C[C@H](CC(=O)NCc3ccc4c(c3)OCO4)O[C@H](CO)[C@H]1O2,10,-3,1,-46,18,3,1,-1
COc1cc(C)c(Br)cc1S(=O)(=O)NCc1ccncc1,-16,nt,nt,-29,27,nt,13,nt
O=C(Cn1cc(C(F)(F)F)ccc1=O)N1CCCc2ccccc21,26,nt,5,-8,nt,nt,17,nt
O=C(NCC1(N2CCOCC2)CCCCC1)c1cccc(S(=O)(=O)N2CCc3ccccc3C2)c1,-4,8,17,-18,18,1,-3,1
Cc1ccccc1OCCC(=O)OCC(=O)NCCNC(=O)COC(=O)CCOc1ccccc1C,12,-1,-2,-29,3,-5,-7,-2
O=C(Nc1cc(C(F)(F)F)ccc1N1CCCC1)C1CCCO1 (stereo unspecified),-2,2,3,9,-4,-11,6,-2
Cc1nc2scc(-c3cccs3)c2c(=O)n1N,8,nt,-1,10,38,1,-5,nt
C[C@@H]1CN([C@@H](C)CO)C(=O)c2cc(/C=C/c3ccccc3)cnc2O[C@@H]1CN(C)C(=O)c1ccncc1,-2,0,nt,4,nt,-3,-1,-1
CC(CN1CCCCC1)OC(=O)/C=C/c1ccccc1 (stereo unspecified),-7,-4,-4,21,-18,-7,nt,1
COc1cc(/C=N\NC(=O)c2ccc(=O)[nH]n2)cc(OC)c1OC,nt,10,-8,nt,nt,-2,-14,0
CC1=C(C(N)=O)C(c2ccccn2)n2nc(SCc3ccccc3)nc2N1 (stereo unspecified),nt,-2,-1,nt,7,-3,1,1
COc1ccc(NC(=S)NCCc2c(C)[nH]c3ccc(OC)cc23)cc1,14,-14,-6,-19,-3,nt,-8,-2
O=C(c1ccccc1F)N1CCN(c2cccc(C(F)(F)F)c2)CC1,nt,-2,-3,nt,nt,21,-6,20
CCOC(=O)c1c(NC(=S)Nc2ccccc2)sc(C)c1C,-20,0,6,6,nt,-1,-13,0
Cc1cc(C)nc(NS(=O)(=O)c2ccc(N/C=C\C(=O)c3ccc(Cl)cc3)cc2)n1,nt,-3,-23,nt,nt,-3,-3,4
C#CCOCCOCCOCCNc1nc(N2CCN(C(=O)CCCCCCCCCCNC(=O)[C@H](CCCCN)n3cc(C)nn3)CC2)nc(N2CCN(C(=O)CCCCCCCCCCNC(=O)[C@H](CCCCN)n3cc(CCCC(=O)O)nn3)CC2)n1,nt,0,6,nt,nt,25,-1,5
Cc1ccc(-n2c(SCC(=O)Nc3ccc(Cl)cc3)nc(O)cc2=O)cc1,-12,-3,5,0,0,-1,3,0
COC(=O)C[C@H]1CC[C@H]2[C@@H](COc3ccc(NS(=O)(=O)c4cccc(F)c4)cc3C(=O)N2C)O1,-4,13,-13,11,-13,-6,7,4
NC(=O)c1cc2cc(Br)ccc2oc1=NCc1ccccc1,nt,3,8,nt,nt,nt,-11,1
CC(=O)N1[C@@H](CO)[C@H](c2ccccc2)[C@@H]1CN(CC1CCC1)C(=O)CN(C)C,6,-1,12,9,0,-7,-6,6
O=C(NCc1cccnc1)c1cnn2ccccc12,15,1,-6,1,-8,-1,1,-1
Cc1ccccc1C(=O)NC(=S)NCC(=O)c1ccccc1,nt,0,-24,nt,-11,2,11,1
CCC(=O)N1C[C@@H](C)[C@@H](OC)CN(C)C(=O)c2ccc(NC(=O)c3cnccn3)cc2OC[C@@H]1C,10,7,13,-5,-10,-3,-6,-1
Cc1nn(-c2nc3ccccc3s2)c(N)c1Sc1ccc(F)cc1,nt,3,10,nt,nt,-7,14,6
Cc1cc(C)c(C)c(S(=O)(=O)N2CCN(C(=O)c3cc(=O)[nH]c4ccccc34)CC2)c1C,nt,0,-2,1,nt,nt,6,-1
Cc1oc(-c2ccccc2)nc1CS(=O)CC(=O)N1CCc2ccccc2C1 (stereo unspecified),5,-6,2,-12,10,30,nt,-6
O=C(CCC1CCCN(C(=O)c2ccc3c(c2)OCO3)C1)N1CCN(c2ccccn2)CC1 (stereo unspecified),10,nt,nt,7,-3,2,-9,nt
Cc1cccc(NC(=O)/C(C#N)=C/c2ccc[nH]2)c1C,-19,2,-4,0,nt,5,nt,0
O=C(Nc1ncccn1)c1cc(-c2ccc(F)cc2)nc2ccccc12,9,5,-4,10,7,-1,1,4
CCn1c(C(=O)N2CCC(C(=O)NCc3cccs3)CC2)cc2sccc21,-2,-5,-10,nt,-7,-5,-13,1
COc1ccc(S(=O)(=O)Nc2cccc3c2O[C@H](CN(C)C(=O)Nc2ccccc2)[C@H](C)CN([C@@H](C)CO)C3=O)cc1,3,3,53,-16,5,nt,-11,22
COc1ccc(N(CC(=O)N2CCCC(C)C2)S(=O)(=O)c2c(C)nn(C)c2C)cc1 (stereo unspecified),-8,1,12,11,0,-1,-27,0
CS(=O)(=O)Nc1ccc(C(=O)NCC2CCCO2)cc1 (stereo unspecified),-8,-3,1,12,nt,0,-1,0
CCCN(CCC)Cc1cc(=O)oc2cc(OC)ccc12,4,4,9,-3,-15,nt,-8,-1
Cc1ccc(S(=O)(=O)Nc2ccc3c(c2)C(=O)N([C@H](C)CO)C[C@H](C)[C@H](CN(C)S(=O)(=O)c2cccs2)OCCCC[C@@H](C)O3)cc1,0,-2,nt,3,0,-4,9,-2
COc1ccccc1NC(=O)N[C@H]1CC[C@@H](CC(=O)N[C@H](C)c2ccccc2)O[C@H]1CO,2,-3,4,10,6,0,1,-10
O=C(O)CC1(CC(=O)Nc2ccc(F)cc2F)CCCCC1,1,6,nt,14,-8,nt,16,-1
CO[C@H]1CN(C)C(=O)c2ccc(NC(=O)c3ccccc3F)cc2OC[C@H](C)N(C(C)=O)C[C@H]1C,-4,-2,13,-5,-2,0,-3,6
CC(=O)Nc1ccc(N2C(=O)CSC2c2c(F)cccc2Cl)cc1 (stereo unspecified),-2,1,-3,18,nt,6,nt,-3
Cc1cccc(N2CCN(C(=O)c3noc4c3COc3ccc(C)cc3-4)CC2C)c1 (stereo unspecified),5,-4,6,nt,-6,1,6,7
C[C@@H]1CN([C@@H](C)CO)C(=O)c2cc(NS(C)(=O)=O)ccc2O[C@H]1CN(C)Cc1ccc2c(c1)OCO2,-9,10,-2,1,-3,-5,-3,2
CCC(=O)N1[C@H](CN(CC)C(C)=O)[C@@H](c2ccc(-c3ccccc3)cc2)[C@@H]1CO,-11,0,7,9,-19,-10,0,-1
CCN(c1ccccc1)S(=O)(=O)c1cc2c(cc1C)NC(=O)CO2,-3,-1,-19,26,-3,3,-15,0
COc1ccc(OC)c([N+](=O)[O-])c1C(N)=O,-1,nt,14,1,-27,-3,-4,nt
O=C(CCSCc1ccccc1)Nc1ccc2c(c1)OCCO2,-86,nt,nt,-13,-46,-6,nt,nt

Given with values under each structure: part of the list above
Every second line gives: LGR2 inh	PglD inh	Statin myotox sup	GSIS activator	PAX8 reporter	ARNT-TACC3 inh	PGC1a acetyl inh	Cneo AK release
Cc1oc(-c2ccccc2)nc1CS(=O)CC(=O)N1CCc2ccccc2C1 (stereo unspecified)
    5	-6	2	-12	10	30	nt	-6
CO[C@H]1CN(C)C(=O)c2ccc(NC(=O)c3ccccc3F)cc2OC[C@H](C)N(C(C)=O)C[C@H]1C
    -4	-2	13	-5	-2	0	-3	6

Next entries follow.
Molecule,LGR2 inh,PglD inh,Statin myotox sup,GSIS activator,PAX8 reporter,ARNT-TACC3 inh,PGC1a acetyl inh,Cneo AK release
CCC(=O)Nc1ccc2c(c1)C(=O)N(C)[C@@H]1CC[C@H](CC(=O)NCCOC)O[C@@H]1CO2,-6,0,-10,3,-9,-6,3,-1
Nc1nc(N)c(N=Nc2ccccc2)c(=O)[nH]1,nt,-7,4,nt,-49,9,nt,1
COc1ccc(S(=O)(=O)N2CC[C@@H]3[C@@H](CO)Nc4ccc(C#Cc5ccccc5OC)cc4[C@@H]32)cc1,7,nt,nt,8,23,nt,-6,nt
COc1ccc(C(=O)NCC(C)C)c(OC)c1,nt,-3,-9,nt,-8,14,-11,0
O=C(N/N=C/c1cc(Br)c(O)c(Br)c1)c1cc2c(ccc3ccccc32)o1,-2,-4,-8,12,-11,6,nt,1
COC(=O)CNC(=O)COC(=O)/C=C/c1ccc(F)cc1,-10,nt,nt,1,-1,6,nt,nt
C[C@@H]1CN([C@@H](C)CO)C(=O)c2cccc(NC(=O)Nc3ccccc3)c2O[C@@H]1CN(C)CC1CCCCC1,11,4,37,-11,4,-8,nt,-3
CN(C)CCC#CC1(O)c2ccccc2-c2ccccc21,1,7,4,-3,3,0,-14,0

Screens deposited in PubChem by Broad Institute.

Outcome played no part in choosing rows. About 2.9% of those tested had a hit in this group.
